# Hsp70 act: switches on Hsp70 transcription. 200,000 compounds, 0.04% hits. activation, % at 10 µM. HeLa Hsp70 promoter luciferase reporter, luminescence; scaled: vehicle 0, proteasome-inhibitor control 100%;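 active = activation above the mean across all tested compounds plus 3 SD, cutoff set per campaign, cut at about 5.5% in these data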;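 also: 100% = MG132 at 30 µM as the positive control and 0% = DMSO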
# FLuc inhib CS: counter-screen for luciferase assay inhibitors: firefly luciferase inhibition | ATPLite firefly luciferase biochemical luminescence, 10 min | 200,000 compounds, 1.5% hits | AID 1006 | P08659 | inhibition, % at 10 µM;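 active = inhibition above about 50% when tested at 10 µM, limit read from the data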
# Target sequence (P08659 whole entry, looked up): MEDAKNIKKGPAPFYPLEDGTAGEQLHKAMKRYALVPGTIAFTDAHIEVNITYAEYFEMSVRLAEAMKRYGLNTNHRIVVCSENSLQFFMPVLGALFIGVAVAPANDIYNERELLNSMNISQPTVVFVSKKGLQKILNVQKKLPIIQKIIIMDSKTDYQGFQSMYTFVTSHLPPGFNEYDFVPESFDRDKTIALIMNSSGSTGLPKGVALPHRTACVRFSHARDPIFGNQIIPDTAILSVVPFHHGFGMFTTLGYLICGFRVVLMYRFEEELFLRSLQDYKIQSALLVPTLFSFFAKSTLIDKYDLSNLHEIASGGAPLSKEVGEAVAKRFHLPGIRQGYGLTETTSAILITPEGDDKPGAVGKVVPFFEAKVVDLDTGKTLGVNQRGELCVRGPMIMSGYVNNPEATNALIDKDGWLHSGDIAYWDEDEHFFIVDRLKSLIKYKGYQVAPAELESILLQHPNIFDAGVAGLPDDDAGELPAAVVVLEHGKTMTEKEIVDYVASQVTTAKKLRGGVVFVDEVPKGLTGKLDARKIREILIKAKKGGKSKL
# APP 5'UTR act: APP 5'UTR luciferase reporter activation. AID 1276. SH-SY5Y APP 5'UTR luciferase reporter, luminescence; zero percent = DMSO vehicle wells. 190,000 compounds, 1% hits. activation, % at 2 µM;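 active = activation above a set limit, based on mean plus 3 SD of controls, cut at about 140% in these data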; also: values of inactives mirror those of a sister screen read the other way
# RAM inhibit: yeast RAM network inhibition | 190,000 compounds, 1.8% hits | inhibition, % at 50 µM | S. cerevisiae dse1pr::URA3 reporter, 5-FOA growth OD615, 2 d; analog-sensitive cbk1-as2 kinase mutant strain | AID 868;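 active = inhibition above a set limit, 3 SD over mean compound inhibition, cut at about 8.4% in these data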;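 also: 0% = DMSO-only wells with no growth and 100% = 10 µM 1-NA-PP1 full growth; inhibition rescues growth on 5-FOA so higher OD means more RAM inhibition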
# STAT1 blocker: reduces IFN-gamma driven STAT1 reporter signal; NIH 3T3 STAT1-luciferase reporter, luminescence; inhibition, % at 5.5 µM; 200,000 compounds, 0.35% hits;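 active = inhibition above a set limit, the mean inhibition across all tested compounds plus 3 SD, cut at about 34% in these data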;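 also: 0% = IFN-gamma with DMSO and 100% = IFN-gamma with 300 µM nifuroxazide; values of inactives mirror those of a sister screen read the other way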
# STAT3 blocker: STAT3 signaling inhibition; U3A cells, IL-6 STAT3-luciferase reporter, luminescence; host cell line lacks STAT1; inhibition, % at 5.5 µM; 190,000 compounds, 0.89% hits;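 active = inhibition above the mean inhibition across all screened compounds plus 3 SD, cut at about 44% in these data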;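 also: 0% = DMSO only wells and 100% = 100 µM nifuroxazide control wells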
# STAT1 activator: STAT1 signaling activation | 200,000 compounds, 2.6% hits | activation (% of control), % at 5.5 µM | NIH 3T3 STAT1-luciferase reporter, IFN-gamma, luminescence; 100% = IFN-gamma alone, no compound;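 active = activation above the screen-wide mean activation plus 3 SD, cut at about 130% in these data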;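 also: raw ratio to IFN-gamma control signal so 100% means no change and 0% no light; values of inactives mirror those of a sister screen read the other way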
# NF-kB neuron act: compounds increasing NF-kB expression in human neuronal cells | NF-kB reporter expression; active compounds read high | fold change at 12.5 µM | 190,000 compounds, 1.6% hits; in the data active = fold change above about 3.3
# APP 5UTR inh: APP translation inhibition; SH-SY5Y APP 5'UTR-luciferase reporter, luminescence; inhibition, % at 2 µM; 190,000 compounds, 0.82% hits; AID 1285;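 active = inhibition above a set limit, derived from the sample mean plus 3 SD, cut at about 45% in these data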; also: values of inactives mirror those of a sister screen read the other way
# STAT3 act: increases IL-6 driven STAT3 reporter signal. activation (% of control), % at 5.6 µM. 190,000 compounds, 0.91% hits. U3A cells, IL-6 STAT3-luciferase reporter, luminescence; 100% = signal with IL-6 EC80 alone;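 active = activation above the screen-wide mean of compound activation plus 3 SD, cut at about 130% in these data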;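 also: 0% = background luminescence of wells with medium and substrate only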
#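 system = STAT3-luciferase reporter U3A cells | reagent = IL-6 stimulus at 33 ng/mL final | timing = 1 h compound pre-exposure, 6 h IL-6 stimulation, 37 °C | measured by = luminescence | evaluation = % activation versus median of IL-6-stimulated wells | control set = IL-6-only wells as 100% reference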
# The depositor's hits bear a star; nt = not tested or not shown.
SMILES,Hsp70 act,FLuc inhib CS,APP 5'UTR act,RAM inhibit,STAT1 blocker,STAT3 blocker,STAT1 activator,NF-kB neuron act,APP 5UTR inh,STAT3 act
Cc1cc(=O)n2c(c1C#N)SC1CCCCC12O (stereo unspecified),-0.2,-3,-3,3.4,-6,5,105,1,3,101
O=C(/C=C/Nc1ccccc1)c1ccccc1,-0.4,92*,172*,-0.1,33,67*,70,9.1*,-172,46
CCCCC(=O)Nc1cccc(-c2nnc(-c3ccccc3)o2)c1,0.1,-6,28,1.2,-23,28,117,0.77,-28,79
COc1ccccc1C(=O)Nc1ccc(C(=O)N2CCCC2)cc1,-0.3,5,9,1.2,1,18,99,1,-10,86
CC1CCCCN1CC(=O)Nc1cc(S(=O)(=O)N2CCOCC2)ccc1N1CCCC1 (stereo unspecified),-0.2,-12,9,-0.8,0,1,99,1.2,-9,101
CC1Cc2nc(SCC(=O)N3CCCc4ccccc43)n(C)c(=O)c2S1 (stereo unspecified),-0.2,1,9,0.8,12,21,89,0.67,-9,87
CCOC(=O)c1c(N2C(=O)Nc3cc(Cl)c(Cl)cc3N2O)sc2c1CCCCC2,0.2,-9,11,5.7,4,0,97,1.3,-11,101
CCCn1c(SCC(=O)N2CCCC(C)C2)nnc1-c1ccccn1 (stereo unspecified),-0.2,-3,4,-0.2,-3,3,102,1.1,-4,101
CCn1nc(C)c(NC(=O)CCCSc2nc(-c3ccco3)cc(C(F)(F)F)n2)c1C,-0.1,-4,8,2.4,6,34,94,0.88,-8,75
COc1cc(NS(=O)(=O)c2ccc(NC(=O)/C(=C/c3ccccc3Cl)NC(=O)c3ccccc3)cc2)nc(OC)n1,-0.1,-6,-13,4.4,3,3,97,1.3,13,96
CC(=O)Nc1cccc(C(=O)Nc2cccnc2)c1,-0.3,0,-10,2.0,-6,8,103,nt,10,97
COc1ccccc1NC(=O)C1=C(C)Nc2ncnn2C1c1ccccc1C (stereo unspecified),0.0,3,4,1.9,-5,3,104,0.91,-4,100
COc1ccc(NC(=O)c2ccccc2NC(=O)C2CCCO2)cc1 (stereo unspecified),-0.1,4,20,0.1,-6,0,106,1.7,-20,104
Cc1ccc(S(=O)(=O)Nc2nncs2)cc1,0.2,-3,-5,2.5,6,10,94,1,4,96
Cc1ccc(C(=O)C(OC(=O)c2cnccn2)c2ccccc2)cc1 (stereo unspecified),-0.3,1,2,-1.1,-4,-1,102,1.2,-2,103
COCCn1c(-c2ccccc2)cnc1SCC(=O)Nc1cccc2ccccc12,-0.3,-4,0,-0.8,8,-11,93,0.67,0,107
Cn1c(/N=C/c2cc(Cl)ccc2O)nc2ccccc21,-0.2,-5,-14,1.4,-4,-54,104,1.4,14,157*
COc1ccc(NC(=O)Cn2c3ccccc3c3nc4n(c(=O)c32)CCS4)cc1,-0.4,-2,16,1.8,16,18,85,1.3,-16,90
O=C(CSc1ccc(-c2ccco2)nn1)N1CCCCCC1,0.1,7,-3,-0.8,-11,-10,111,0.97,3,108
O=C(N/C(=C/C=C/c1ccccc1)C(=O)N1CCOCC1)c1ccccc1Cl,0.0,-3,6,-0.9,-2,-20,102,0.85,-6,126
C#CCNC(=O)C1=C[C@@H](C2CCCCC2)C[C@@H](OCc2ccc(CO)cc2)O1,-0.1,1,2,4.1,7,nt,95,1.1,-2,nt
FC(F)(F)c1cccc(CN2CCC(c3cc(-c4cccs4)n[nH]3)CC2)c1,-0.3,-7,6,0.1,-3,3,102,0.85,-6,102
Cc1cc(C)nc(SC2c3cccc4cccc(c34)C2NS(=O)(=O)c2ccccc2)n1 (stereo unspecified),-0.3,-6,12,5.3,7,20,94,0.82,-12,89
CC1(C)CC(=O)c2cc(OCC(=O)NCCN3CCCc4ccccc43)ccc2O1,-0.6,-2,-7,0.5,6,8,95,0.96,7,100
COc1ccc(-c2cc(C(=O)Nc3cc(S(=O)(=O)N4CCOCC4)ccc3N3CCOCC3)c3ccccc3n2)cc1,-0.4,4,-29,6.8,21,4,79,0.93,29,98
Cc1cc([N+](=O)[O-])nn1CCCC(=O)NC(C)c1ccccc1 (stereo unspecified),-0.3,0,9,1.6,-1,3,101,1.2,-9,100
NC(=O)c1ccc(NC(=O)COC(=O)/C=C/c2cn(-c3ccccc3)nc2-c2cccnc2)cc1,-0.3,-3,-1,5.2,1,12,99,1.4,1,89
Cc1[nH]n(-c2ccccc2)c(=O)c1C(c1cccc([N+](=O)[O-])c1)c1c(C)[nH]n(-c2ccccc2)c1=O,-0.2,-3,-1,6.7,2,-7,98,0.92,1,107
Cc1noc(C)c1C(=O)NCCC1=CCCCC1,0.2,-6,-8,0.4,-4,1,104,1.3,8,99
CCCn1c(=N)c(C(=O)NCc2ccc3c(c2)OCO3)cc2c(=O)n3cccc(C)c3nc21,-0.3,-1,-4,-1.0,-4,10,104,0.96,4,95
Nc1cc2c(cc1C(=O)c1cccc(Br)c1)OCCO2,-0.1,-4,0,-0.2,8,4,92,0.93,0,108
COc1ccc(OCC(=O)OC(C)CN2CCOCC2)cc1 (stereo unspecified),0.0,-2,-8,1.1,-2,5,102,1.3,8,97
O=C(O)C1CC=CCC1C(=O)NNc1ccccc1 (stereo unspecified),-0.2,-4,0,-0.2,11,9,89,1.4,0,94
CCOc1ccc2oc(-c3ccccc3)c(C(=O)N3CCN(C)CC3)c2c1,-0.2,-5,4,1.5,-16,2,115,0.7,-4,103
CC(=NCCc1c(C)[nH]c2ccc(OC(F)(F)F)cc12)C1=C(O)CC(c2ccccc2)CC1=O (stereo unspecified),-0.1,-3,-23,5.0,-6,1,104,1.1,23,100
O=C(Oc1ccc(Cl)c2cccnc12)N1CCCCCC1,0.8,0,16,0.0,-6,-1,105,1.3,-16,103
CCn1c(/N=C/c2c[nH]c3ccccc23)nc2ccccc21,-0.5,57*,-13,0.8,-9,13,108,1.1,13,97
CCOCC(=O)Nc1ccc([N+](=O)[O-])cc1OC,-0.4,-5,-11,1.0,-6,22,103,1.2,11,86
O=C(NC12CC3CC(CC(C3)C1)C2)N1CCC(O)(c2ccc3c(c2)OCO3)CC1,-0.1,-4,3,3.1,4,0,96,1,-2,103
COC(=O)/C(=C/c1ccco1)NC(=O)c1ccc(Br)o1,-0.2,-2,9,-0.4,3,2,95,0.97,-9,102
Cn1c(Cc2ccccc2)nnc1SCC(=O)NC1CCCCC1,-0.5,-3,-6,0.8,4,1,97,1.2,6,101
Cc1ccc(S(=O)(=O)NC(=O)N2CCC(C)CC2)cc1,-0.1,-5,0,2.4,-6,5,105,1.1,0,100
Cn1cccc1C(=O)NC(=O)COC(=O)CC12CC3CC(CC(C3)C1)C2,-0.3,-8,17,1.1,-7,-5,106,0.88,-17,106
Cc1ccc(Cn2nnc3c(=O)n(CC(=O)NCc4ccccc4)cnc32)cc1,-0.4,-2,-13,6.0,11,-5,90,1,13,109
CCN1CCCC1CNc1ncnc2c1[nH]c1ccc(Cl)cc12 (stereo unspecified),-0.2,-2,9,0.7,5,7,96,0.94,-9,102
O=C(NCc1cccnc1)c1ccc(Cn2cc(C(F)(F)F)ccc2=O)cc1,-0.3,-3,-8,-1.0,4,-6,96,1,8,104
CCC1=Nc2ccccc2NC2=C1C(=O)CCC2,-0.3,4,10,-0.4,-23,-77,124,0.99,-10,166*
CCCCCCN1C=CC(=C2C(=O)c3ccccc3C2=O)C=C1,-0.5,94*,48,4.2,81*,100*,24,1.3,-48,16
COc1cccc(/C=C/C(=O)c2cccc([N+](=O)[O-])c2)c1OC,0.1,6,1,5.3,3,14,95,1.1,-1,93
COc1ccccc1/C=N/NC(=O)c1ccccc1NS(=O)(=O)c1ccc(C)cc1,-0.2,5,-10,0.6,1,-4,99,1.4,10,102
CC1(C)CC(=O)C(C=NCCN2CCOCC2)=C(O)C1,-0.5,-3,-6,1.8,9,6,92,1.2,6,98
O=C(NS(=O)(=O)c1ccc(Cl)cc1)c1ccccc1,-0.3,4,-3,-0.6,-5,6,102,1.1,3,96
C=C(C)Cn1c(C)cc(C)c(S(=O)(=O)c2ccccc2C)c1=O,0.2,-2,-2,1.9,2,8,98,0.93,2,96
O=C(CN1CCN(S(=O)(=O)c2ccc(F)cc2)CC1)Nc1ccc2c(c1)OCCO2,-0.3,-4,5,0.4,1,10,99,0.39,-6,99
O=C(NCCNc1ccc([N+](=O)[O-])cc1)c1cccc2c(Br)cccc12,-0.2,-2,4,6.8,-5,6,104,1.1,-4,97
O=C(CSc1ccc2c(c1)OCCO2)Nc1cccnc1,-0.2,5,2,0.2,2,12,98,0.89,-2,91
CCCC(=O)Nc1ccccc1-c1nnn(CC(=O)Nc2ccc(OCC)cc2)n1,-0.1,0,-1,4.1,6,14,95,1.4,1,90
C=CCn1c(SCC(=O)Nc2sccc2C#N)nc2sc(C)c(C)c2c1=O,0.0,-5,0,1.2,0,-1,100,1,0,101
CN(C)S(=O)(=O)c1ccc(N2CCOCC2)nc1,-0.2,-2,-11,0.9,5,-4,102,1.2,11,105
Cn1cc([N+](=O)[O-])c(C(=O)N/N=C/c2ccc3c(c2)OCO3)n1,0.0,10,9,0.2,-12,-1,110,1.1,-9,105

# The list goes on, overlapping the part above by 2 compounds.
SMILES,Hsp70 act,FLuc inhib CS,APP 5'UTR act,RAM inhibit,STAT1 blocker,STAT3 blocker,STAT1 activator,NF-kB neuron act,APP 5UTR inh,STAT3 act
CN(C)S(=O)(=O)c1ccc(N2CCOCC2)nc1,-0.2,-2,-11,0.9,5,-4,102,1.2,11,105
Cn1cc([N+](=O)[O-])c(C(=O)N/N=C/c2ccc3c(c2)OCO3)n1,0.0,10,9,0.2,-12,-1,110,1.1,-9,105
COC(=O)[C@@]1(Cc2ccc(OC)cc2)[C@H]2c3cc(C(=O)N4CCCC4)n(CCSCCO)c3C[C@H]2CN1C(=O)c1ccccc1,0.1,0,-1,-0.8,0,-6,100,0.85,1,103
COc1ccccc1C(=O)Nc1ccc(OCc2nnc3c4ccccc4c(C)nn23)cc1,-0.4,15,4,6.8,1,22,99,0.51,-4,82
COC(=O)CN1C(=O)S/C(=C/c2ccc(N3CCCCC3)o2)C1=O,-0.1,11,4,3.9,-8,17,107,2.2,-4,95
Cc1cccc(C)c1NC(=O)CSc1nnc(C)n1CC1CCCO1 (stereo unspecified),-0.3,-6,0,0.9,8,-4,91,0.96,0,106
COc1cnc(SCCC(F)=C(F)F)[nH]c1=O,-0.3,-6,-3,1.7,5,2,96,1.1,3,100
Cc1ccccc1Nc1nc(Nc2ccccc2C)nc(SC2=NCCS2)n1,-0.1,-4,-9,2.0,-1,8,100,0.98,9,95
CCOC(=O)c1c(NC(=O)c2cccs2)sc2c1CCN(C(=O)OCC)C2,0.4,0,-2,3.4,4,22,96,0.49,2,84
Cc1ccc(C)n1-c1sc2c(c1C#N)CCCC2,-0.3,-4,2,10*,-1,8,99,1.1,-2,95
Cc1cccc(N(C)S(=O)(=O)c2ccc3c(c2)CCC(=O)N3)c1,-0.1,-3,5,3.2,1,-3,99,0.95,-4,105
CCN(CC)CCSc1nc(O)c(-c2ccccc2)c(=O)[nH]1,-0.1,-2,3,-0.3,-5,11,106,1.1,-3,94

# From PubChem
